High-throughput results deposited in PubChem by several laboratories.
DSG3 Ab inh – blocks pemphigus antibody binding to human desmoglein-3 | DSG3-coupled beads, scFv-anti-DSG3-GFP binding, flow cytometry; active compounds read low | 310,000 compounds, 0.48% hits | binding (percent of control), % at 10 µM;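 active = binding more than 3 SD below its plate's average and above zero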;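 also: hits lower antibody fragment binding to DSG3; some compounds called inactive have numbers as strong as hits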
Target sequence (P32926 whole entry, looked up, the tested form may be a part): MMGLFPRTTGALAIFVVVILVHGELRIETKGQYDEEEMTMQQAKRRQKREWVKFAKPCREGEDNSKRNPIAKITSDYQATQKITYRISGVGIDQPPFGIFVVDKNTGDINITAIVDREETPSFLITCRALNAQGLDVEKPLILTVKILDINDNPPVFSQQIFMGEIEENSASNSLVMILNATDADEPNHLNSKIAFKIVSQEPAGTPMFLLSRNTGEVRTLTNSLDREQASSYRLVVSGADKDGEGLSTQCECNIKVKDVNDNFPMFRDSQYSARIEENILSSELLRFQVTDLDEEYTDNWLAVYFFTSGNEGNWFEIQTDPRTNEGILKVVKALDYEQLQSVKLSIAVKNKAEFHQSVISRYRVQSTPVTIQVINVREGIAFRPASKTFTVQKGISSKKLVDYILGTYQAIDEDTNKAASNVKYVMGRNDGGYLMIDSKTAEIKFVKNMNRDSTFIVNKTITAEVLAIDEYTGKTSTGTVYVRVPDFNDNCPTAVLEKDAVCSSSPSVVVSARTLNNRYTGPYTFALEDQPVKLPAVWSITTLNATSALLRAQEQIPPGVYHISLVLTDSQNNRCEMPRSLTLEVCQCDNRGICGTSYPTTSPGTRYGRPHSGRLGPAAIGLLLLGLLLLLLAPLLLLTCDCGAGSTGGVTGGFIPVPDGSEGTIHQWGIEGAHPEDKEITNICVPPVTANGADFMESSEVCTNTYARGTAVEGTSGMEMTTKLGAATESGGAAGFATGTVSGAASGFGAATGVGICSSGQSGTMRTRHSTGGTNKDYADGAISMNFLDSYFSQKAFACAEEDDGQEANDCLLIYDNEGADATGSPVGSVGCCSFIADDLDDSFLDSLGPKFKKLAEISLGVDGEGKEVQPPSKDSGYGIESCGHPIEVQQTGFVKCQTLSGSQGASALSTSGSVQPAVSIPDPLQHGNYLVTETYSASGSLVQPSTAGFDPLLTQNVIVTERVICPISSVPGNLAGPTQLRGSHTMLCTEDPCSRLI
phage Ecoli inh – E. coli growth loss with phage present | growth absorbance | inhibition, % at 11.9 µM | 360,000 compounds, 0.26% hits | AID 651602; in the data active = inhibition above about 11%
PKA-R1A activ – PKA-R1A complex activation; activation, % at 11.4 µM; PKA-R1A dissociation, Cy5-IP20 fluorescence polarization; scaled: DMSO 0%, 113 µM cGMP 100%; 340,000 compounds, 0.083% hits; AID 504707;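 active = percent activation above the mean of all tested compounds plus 3 SD, cut at about 19% in these data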;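 also: higher means more PKAc released from R1A so a rise in polarization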
MOR-DOR inv ag – mu-delta opioid heterodimer inverse agonism | cell-based MOR-DOR heterodimer luminescence | P35372+P41143 | 340,000 compounds, 0.21% hits | inhibition, % at 9.3 µM; in the data active = inhibition above about 22%, passing the limit was not always enough;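 also: 0% = cells with DMSO and 100% = wells without cells with DMSO; values of inactives mirror those of a sister screen read the other way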
Mot1-301 SUMO – inhibitors of SUMOylation pathway: yeast Mot1-301 growth rescue; S. cerevisiae Mot1-301 growth rescue, ATP luminescence, 38.5C; percent above DMSO median, 100 means doubled; growth rescue, % at 18.8 µM; AID 2716; 320,000 compounds, 1% hits;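 active = every valid replicate shows activation above 250% relative to neutral control wells; inactive = the rest, any valid replicate at or below 250%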;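 also: OY570 slx delta 5 strain wells were the positive control but not used for scaling; some compounds called inactive have numbers as strong as hits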
HTR5A inv ctr – inverse agonist of human HTR5A in OPRM1-OPRD1 counter-screen; P47898; HTR5A cell line, luminescence, inverse agonism; inhibition, % at 9.3 µM; 340,000 compounds, 0.083% hits; in the data active = inhibition mostly above about 23%, no sharp cut-off; inactive = mostly below about 18%;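 also: 0% = cells with DMSO and 100% = no-cell wells with DMSO; some compounds called inactive have numbers as strong as hits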
Ecoli viability – counter-screen for AddAB inhibitors: E. coli growth inhibition; E. coli V3065 growth, OD600 absorbance, 18 h; inhibition, % at 11.9 µM; 330,000 compounds, 0.27% hits;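 active = inhibition above the campaign's mean inhibition across all tested compounds plus 3 SD, cut at about 9.9% in these data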;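 also: uninfected addAB+ strain grown without phage in ampicillin broth; 0% = DMSO wells and 100% = ciprofloxacin 0.95 µg/ml wells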
HTR5A ag ctr – counter-screen for OPRM1-OPRD1 agonists: human HTR5A agonism; P47898; HTR5A agonist assay, luminescence, cell-based; activation, % at 9.3 µM; 340,000 compounds, 0.61% hits; in the data active = activation mostly above about 9.5%, no sharp cut-off; inactive = mostly below about 7.6%;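 also: 0% = cells with vehicle only and 100% = reference agonist; strong numbers were not always called active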
MOR-DOR ag – agonists of human mu-delta opioid receptor heterodimerization | AID 504326 | cells, OPRM1-OPRD1 heterodimerization, luminescence | 340,000 compounds, 0.3% hits | activation, % at 9.3 µM | P35372+P41143; in the data active = activation above about 18%;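 also: 0% = vehicle-treated cells and 100% = reference agonist; values of inactives mirror those of a sister screen read the other way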
PfHsp90 set2 – reduces growth (ATP signal) of yeast expressing P. falciparum Hsp90. AID 504621. 310,000 compounds, 0.32% hits. S. cerevisiae expressing PfHsp90, BacTiter-Glo ATP, 48 h; yeast lacking PDR1 and PDR3 efflux regulators. inhibition, % at 9.4 µM;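 active = every replicate shows inhibition above about 80%, whatever the replicate mean, limit read from the data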;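 also: 0% = DMSO neutral controls and 100% = 20 µM radicicol positive controls; yeast relying on Plasmodium falciparum Hsp90 in place of its own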
AddAB inh – less growth of phage-infected E. coli with AddAB. E. coli expressing H. pylori AddAB, absorbance growth. inhibition, % at 11.9 µM. 330,000 compounds, 0.29% hits. AID 435030; in the data active = inhibition above about 12%;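 also: 0% = vehicle wells of infected cells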
Active calls of the source: *; nt = not tested or not shown. Not a hit list; about 3.2% have a hit in one of these screens.

SMILES	DSG3 Ab inh	phage Ecoli inh	PKA-R1A activ	MOR-DOR inv ag	Mot1-301 SUMO	HTR5A inv ctr	Ecoli viability	HTR5A ag ctr	MOR-DOR ag	PfHsp90 set2	AddAB inh
CC(Sc1nnc(NCc2ccccc2)s1)C(=O)Nc1ccc2c(c1)C(=O)c1ccccc1C2=O (configuration not stated)	101	2.6	-3	-47	-6	24	-0.2	-6	9.1	-15	4.7
CCOc1ccc(CCNC(=O)C2=C(C)C(=O)OC23CCCCC3)cc1OCC	110	2.7	-7	10	-16	20	-0.7	-1	-2.2	0	0.7
CCOc1ccccc1NC(=O)CSc1nnc(NC(=O)c2ccco2)s1	29	2.5	0	10	-8	5	-1.4	3	-1.8	-6	2.3
COc1ccc(NC(=O)CSCc2ccccc2C)cc1	111	1.3	-3	20	-10	-3	-2.4	0	-3.7	1	0.3
CCN(CC(=O)Nc1ccc(NC(C)=O)cc1)C(=O)/C=C/c1cccs1	104	0.9	-2	-3	-7	26	-1.8	-2	0.6	-20	0.8
COc1ccc(OC)c(-c2csc(NC(=O)Cc3cc(OC)c(OC)c(OC)c3)n2)c1	nt	0.5	-4	-23	-5	-12	-3.9	-1	3.6	-15	2.0
COc1cc(C2C3=C(CC(C)(C)CC3=O)NC3=C2C(=O)c2ccccc23)ccc1O (configuration not stated)	103	0.5	0	15	-18	19	0.8	2	-3.0	7	3.3
C[C@H]1COC(=O)[C@H](Cc2ccc(F)cc2)C/C=C\C[C@H](CC(=O)N(CCO)Cc2ccccc2)C(=O)N1	99	2.2	7	9	-21	-2	-2.4	4	-1.5	4	0.2
CC1CCC2(CC1)NC(=O)N(CC(=O)c1ccc(CNC(=O)C(C)(C)C)s1)C2=O (configuration not stated)	100	-0.2	0	4	12	-19	-1.6	0	-0.9	nt	2.7
CCOc1ccc(NC(=O)CCC(=O)c2ccc(F)cc2)cc1	118	3.0	8	13	-8	9	0.8	-2	-2.6	7	0.1
Cc1ccc(C(=O)NC(C)C2CC3CCC2C3)c(C)c1 (configuration not stated)	86	0.5	-17	8	-11	1	-0.8	3	-1.3	19	1.0
CC(C)CSc1ccc(S(=O)(=O)NCC(=O)O)cc1[N+](=O)[O-]	95	4.3	0	6	nt	-2	nt	1	-1.2	10	nt
O=C(N/N=C/c1ccc(OC(=O)c2cccc(Br)c2)cc1)c1cccnc1	nt	3.0	-3	-18	-30	-40	-2.6	14	2.8	-8	3.7
COc1ccccc1NS(=O)(=O)c1cc(N2Cc3ccccc3C2=N)ccc1N1CCOCC1	nt	-0.8	-9	5	-7	28	-3.2	-3	-1.1	9	-0.2
CCOc1ccc(C(=O)NC(=S)Nc2cccc(S(=O)(=O)NC3=NCCC3)c2)cc1	116	1.5	-3	19	7	14	-0.8	-6	-4.0	15	-1.2
CC(C)(C)c1[nH]nc2c1C(c1cccnc1)C(C#N)=C(N)O2 (configuration not stated)	101	3.0	-5	-6	-3	11	-1.3	-4	1.0	1	0.8
CSc1nnc(C)c(/C=C/Nc2ccc(F)cc2F)n1	102	1.8	3	4	-19	-2	-0.1	3	-0.8	4	1.0
O=C(Nc1cccc(C(=O)N2CCCCC2)c1)C1CC1	100	5.2	-9	12	nt	-14	nt	4	-2.5	38	nt
CC1(C)Oc2ccc(C(=O)NNC(=O)Nc3ccccc3)cc2NC1=O	103	1.6	-2	-8	6	-9	-2.1	7	1.2	6	3.6
O=C(CNc1ccc2ccccc2c1)N/N=C/c1ccc([N+](=O)[O-])o1	96	2.5	-5	-186	-4	-22	0.6	9.3*	38*	-7	1.9
CC12CCC(C/C1=N\N=C1\NC(=O)/C(=C\c3cccc(Br)c3)S1)C2(C)C (configuration not stated)	101	3.4	-10	4	-1	-6	-2.4	2	-0.7	5	-0.3
COc1ccc(N2CCN(c3oc(-c4ccco4)nc3C#N)CC2)cc1	104	4.0	-4	11	27	-5	0.7	0	-2.0	13	0.3
CCCCNC(=O)N1CCN(C(=O)c2ccco2)CC1	85	4.3	0	9	11	3	-1.4	-1	-1.7	39	-1.4
COc1ccc2c(CC(=O)OCC(=O)N3CCc4ccccc43)coc2c1	nt	2.4	-21	10	5	-6	-2.0	1	-1.8	nt	1.8
COc1ccc(-c2cc(C(=O)N3CC(C)CC(C)C3)c3ccccc3n2)cc1OC (configuration not stated)	102	3.5	-7	-14	1	-3	1.8	1	2.2	nt	0.9
O=C(NNS(=O)(=O)c1ccccc1[N+](=O)[O-])c1cccnc1	101	0.1	-8	13	-6	-30	2.1	-3	-2.5	4	2.5
Cc1[nH]n(-c2ccccc2)c(=O)c1N=Nc1ccc(C#N)cc1	98	-0.7	-10	0	-12	-5	0.2	1	0.0	-13	3.8
COc1ccccc1NC(=O)C(CCS(C)(=O)=O)N1C(=O)c2ccccc2C1=O (configuration not stated)	103	0.6	1	3	-3	-13	-0.1	2	-0.5	-12	0.2
CCC[C@H]1CCCC/C=C\CCCC(=O)OCCN1C(=O)OC(C)(C)C	105	2.2	-2	-12	4	2	-0.9	-2	2.0	2	-0.4
S=C1NC[C@H](CC2CCCCC2)N1CCc1cccc2ccccc12	103	1.1	-16	-9	11	-11	-1.4	4	1.7	11	5.2
Cc1ccc(-c2nnn(CC(=O)N(c3ccccc3F)C(C(=O)NC3CCCC3)c3ccncc3)n2)o1 (configuration not stated)	97	-1.5	-8	9	44	12	0.6	-8	-1.4	5	0.4
CCCCc1cc(=O)oc2cc(C)cc(OCC(=O)NCCN3CCOCC3)c12	96	0.2	9	5	74	3	-0.8	-3	-1.0	2	-2.7
Cc1ccccc1NC(=O)Nc1ccccn1	93	0.1	-4	-5	-1	1	-2.6	0	1.1	-25	3.2
COc1ccc(N2CCN(C(=O)CSc3ncnc4c3cnn4-c3ccccc3C)CC2)cc1	99	3.1	-4	8	-7	19	2.2	2	-1.5	18	3.5
CCOc1ccc(OCC(=O)Nc2ccc(N3CCCCC3)cc2)cc1	nt	-0.7	-19	-6	-4	-16	6.0	9	1.1	-12	6.8
COc1ccc(Cl)cc1NC(=S)N(CCCN1CCOCC1)Cc1cn(C)c2ccccc12	99	-0.7	-3	5	-7	-4	-0.7	-2	-0.9	18	3.5
NNC(=O)c1cc2ccccc2cc1O	101	6.1	3	6	1	-4	1.9	1	-1.2	-15	4.0
O=C(OCC(=O)N1CCN(C(=O)c2ccco2)CC1)c1ccccc1Cc1ccccc1	92	-0.8	-20	8	-14	-1	-3.5	1	-1.5	-19	1.1
O=C(OCCOc1ccc(Br)cc1)c1ccc(Cl)c(S(=O)(=O)N2CCOCC2)c1	97	4.2	0	-2	-20	-16	-1.1	7	0.4	0	-0.7
COc1ccc([N+](=O)[O-])cc1NC(=O)CCS(=O)(=O)c1ccc(Br)cc1	78	2.8	-7	17	-3	-12	1.0	3	-3.6	-6	0.9
N#Cc1cc(C#N)c(SCC(=O)N2CC(=O)Nc3ccccc32)nc1N	nt	1.9	-15	23	0	-3	-0.3	1	-5.8	-2	-0.2
O=C(CCCn1c(=O)c2sccc2n(CC(=O)NCC2CCCO2)c1=O)NCc1ccco1 (configuration not stated)	108	2.4	-1	8	-10	5	2.5	1	-1.5	14	0.1
NC(=S)N=Nc1c(O)n(Cc2ccccc2)c2ccccc12	88	2.4	0	22	0	2	-0.3	0	-4.1	14	-2.1
COc1ccc(C(C#N)CCC2OCCO2)cc1OC (configuration not stated)	101	2.1	0	7	0	-36	-1.3	0	-1.3	-10	0.5
CC(=O)Nc1ccc(SCC(=O)NC(=O)c2ccccc2Br)cc1	101	2.1	-1	11	-5	4	1.8	1	-2.9	5	3.0
O=C(Nc1nc2ccc(F)cc2s1)c1cccc(S(=O)(=O)N2CCc3ccccc32)c1	93	5.3	-8	20	-4	12	-0.4	10	-3.7	13	0.6
C[C@H](CO)N1C[C@H](C)[C@@H](CN(C)S(=O)(=O)c2cccs2)Oc2c(NC(=O)Cc3ccccc3)cccc2C1=O	104	4.0	9	12	-20	-5	-0.6	4	-2.0	-10	1.6
N=c1c2c(-c3ccccc3)c(-c3ccccc3)n(Cc3ccccc3)c2ncn1CCCn1ccnc1	115	1.8	-6	-13	21	12	-0.3	-4	2.4	3	3.5
Cc1nc(NC(=O)/C=C/c2ccc(Cl)cc2Cl)sc1C(=O)N(C)C	nt	3.0	0	16	2	-14	-2.2	1	-3.2	-9	0.7
Cc1ccccc1SCC(=O)OCC(=O)Nc1ccc(N(C)C)cc1	97	1.7	3	3	nt	-6	0.9	0	-0.5	2	0.5
NS(=O)(=O)c1ccc(NC(=O)CN2CCCCC2)cc1	102	-1.3	6	15	-11	17	2.2	0	-2.9	nt	2.6
COCCn1c(Cc2ccccc2)nnc1SCC(=O)Nc1ccccc1	103	2.8	6	16	-14	9	0.5	-3	-3.1	22	3.4
COC(=O)[C@H](C)NC(=O)Nc1cc(OC)ccc1OC	97	2.6	-1	17	-14	16	-2.7	3	-3.3	-6	-0.8
Cc1ccc(-n2nnnc2Sc2nc([N+](=O)[O-])nn2C)cc1C	101	2.3	-2	-11	6	-17	2.4	-4	1.8	2	2.8
CCOC(=O)CC(NC(=O)Cn1nnc(-c2ccccc2Cl)n1)c1ccc(OC)cc1 (configuration not stated)	92	4.0	5	5	4	-11	0.4	4	-0.7	-2	5.3
COc1ccc(C2C(C(=O)c3ccco3)=C(O)C(=O)N2CCN2CCOCC2)cc1 (configuration not stated)	106	0.6	-5	15	2	-6	-0.1	2	-2.6	10	0.2
O=C1OC2(CCCC2)OC(=O)C1=Cc1c[nH]c2ccccc12	102	2.6	-2	11	3	24	-0.2	0	-2.1	-28	1.6
COc1cccc(NC(=O)c2cc(S(=O)(=O)N3CCc4ccccc43)cn2C)c1	98	3.7	-13	-24	81	-16	-4.4	5	4.1	1	-2.5
CC(C)=CC(=O)OCc1cc([N+](=O)[O-])cc2c1OCOC2	113	-0.1	-10	-17	-2	0	-1.4	0	3.5	nt	1.4
CN(CC(=O)Nc1ccccc1Cl)C(=O)CSc1nc2ccccc2s1	91	1.5	5	2	-10	5	-1.6	-1	-0.3	1	4.2
COCCn1c(SCC(=O)NCc2cccs2)nnc1-c1ccc(OC)cc1	87	2.5	0	12	916*	-9	0.2	1	-2.1	21	1.3
